Screens deposited in PubChem by several laboratories.
ZTA counter: counter-screen for EBNA-1 inhibitors: inhibitors of Epstein-Barr virus ZTA; P03206; ZTA-DNA binding, fluorescence polarization; inhibition, % at 11 µM; 0.15% of 320,000 active; in the data active = inhibition above about 33%
Target sequence (P03206 whole entry, looked up): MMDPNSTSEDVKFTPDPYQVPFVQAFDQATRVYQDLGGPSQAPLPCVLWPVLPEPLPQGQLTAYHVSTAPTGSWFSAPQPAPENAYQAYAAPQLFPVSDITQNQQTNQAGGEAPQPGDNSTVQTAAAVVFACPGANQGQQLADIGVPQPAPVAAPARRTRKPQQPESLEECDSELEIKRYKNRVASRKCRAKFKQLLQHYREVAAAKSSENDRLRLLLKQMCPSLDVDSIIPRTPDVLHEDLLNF
PP1 counter: counter-screen for PP5 inhibitors: inhibitors of human PP1-alpha. inhibition, % at 6.7 µM. purified PP1alpha, OMFP fluorescence. P62136. 0.9% of 320,000 active;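 active = inhibition above the mean inhibition of all tested compounds plus 3 SD, computed separately for each screening campaign, cut at about 15% in these data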
Target sequence (P62136 whole entry, looked up): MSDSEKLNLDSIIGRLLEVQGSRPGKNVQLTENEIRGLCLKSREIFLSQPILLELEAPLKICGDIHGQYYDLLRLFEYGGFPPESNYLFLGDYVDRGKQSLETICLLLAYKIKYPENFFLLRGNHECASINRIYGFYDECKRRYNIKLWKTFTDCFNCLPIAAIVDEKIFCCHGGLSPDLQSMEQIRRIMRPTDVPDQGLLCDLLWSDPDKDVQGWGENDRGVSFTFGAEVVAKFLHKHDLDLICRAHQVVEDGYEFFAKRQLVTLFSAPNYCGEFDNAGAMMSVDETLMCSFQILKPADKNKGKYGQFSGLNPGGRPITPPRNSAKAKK
PP5 primary: inhibitors of human protein phosphatase 5 (PP5); 0.18% of 320,000 active; purified PP5c, OMFP substrate fluorescence; inhibition, % at 6.7 µM; P53041; AID 1987;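 active = inhibition above the campaign's mean inhibition across all tested compounds plus 3 SD, cut at about 9.5% in these data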;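 note: 0% = DMSO only and 100% = 100 µM cantharidin control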
Target sequence (P53041 whole entry, looked up): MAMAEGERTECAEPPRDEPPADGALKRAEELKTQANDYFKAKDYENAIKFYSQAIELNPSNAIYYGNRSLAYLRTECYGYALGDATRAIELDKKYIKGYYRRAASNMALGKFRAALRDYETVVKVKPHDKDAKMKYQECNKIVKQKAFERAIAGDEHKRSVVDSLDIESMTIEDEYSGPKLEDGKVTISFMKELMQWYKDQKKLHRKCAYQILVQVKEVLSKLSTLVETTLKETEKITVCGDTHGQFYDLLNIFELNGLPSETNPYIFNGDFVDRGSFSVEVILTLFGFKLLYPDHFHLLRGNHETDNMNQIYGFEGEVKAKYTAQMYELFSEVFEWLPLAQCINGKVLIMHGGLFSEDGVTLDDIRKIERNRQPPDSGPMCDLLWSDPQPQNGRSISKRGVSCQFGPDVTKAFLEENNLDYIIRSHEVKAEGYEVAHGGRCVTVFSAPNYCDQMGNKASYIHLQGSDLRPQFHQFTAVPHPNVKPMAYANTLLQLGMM
CTSL1 counter: counter-screen for PFM18AAP inhibitors: inhibitors of F. hepatica cathepsin L1; recombinant F. hepatica cathepsin L1, Z-Leu-Arg-MCA fluorescence; inhibition, % at 5.96 µM; 0.49% of 300,000 active; AID 1906;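 active = inhibition above the mean of all tested compounds plus 3 SD, set per screening campaign, cut at about 17% in these data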;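 note: 0% = plate median of test compound wells and 100% = 1 µM Z-Phe-Ala-diazomethylketone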
JMJD2C inh: human JMJD2C demethylase inhibition; GST-JMJD2C(1-420) H3K9me3 demethylation, DELFIA europium; 0.069% of 330,000 active; inhibition, % at 2.35 µM; AID 2099; Q9H3R0;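 active = more than half of a compound's replicate wells show inhibition beyond 50%, single wells judged on their own value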;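 note: signal counts dimethyl H3K9 product captured on neutravidin plate; 0% = median of DMSO wells and 100% = 0.3 times that DMSO median; strong numbers were not always called active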
CR mimetic SO: yeast age-related superoxide inhibition as caloric restriction mimetic | S. cerevisiae aged cells, superoxide DHE fluorescence; stronger effect = lower value | superoxide response (% of plate mean), % at 10 µM | 0.18% of 330,000 active;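 active = superoxide response under a set limit, about three screen SD below normal, cut at about 65% in these data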;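 note: yeast aged for seven days with compound at 30 °C before DHE staining; 100% = average MFI of all compound-treated wells on the plate with controls excluded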
EBNA-1 inhibitor: blocks EBNA-1 binding to DNA; inhibition, % at 14.8 µM; EBNA-1 DNA binding, fluorescence polarization; 0.34% of 300,000 active; in the data active = inhibition above about 28%
core dimer inh: HCV core protein dimerization inhibition | TR-FRET GST/Flag-core106 dimerization, 1536-well | inhibition, % at 5 µM | 0.33% of 300,000 active | AID 1899;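 active = inhibition above the mean of all tested compounds plus 3 SD, set per screening campaign, cut at about 45% in these data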
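Assay system: tagged HCV core106 pair (GST and Flag); medium: KF-containing HEPES buffer, pH 7.45, DTT, CHAPS, BSA; also added: Eu donor and XL665 acceptor anti-tag antibodies; dosing: 5 µM single dose; timing: compound-protein-antibody incubation 4 h at 22.5 °C; signal: TR-FRET 671 and 617 nm emission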
TPT1 inhibitor: C. albicans TPT1 enzyme inhibition; recombinant caTPT1, FP RNA substrate dephosphorylation; AID 1962; inhibition, % at 5 µM; 0.81% of 300,000 active;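 active = inhibition above the mean of all tested compounds plus 3 SD, set per screening campaign, cut at about 24% in these data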;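 note: plate controls were DMSO alone for no effect and ferristatin control at 100 nM for full effect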
Numbers without * were called inactive; i = inactive; · = not tested or not shown.

SMILES | ZTA counter | PP1 counter | PP5 primary | CTSL1 counter | JMJD2C inh | CR mimetic SO | EBNA-1 inhibitor | core dimer inh | TPT1 inhibitor
COc1cc(S(=O)(=O)N2CCOCC2)ccc1NC(=O)COC(=O)CC12CC3CC(CC(C3)C1)C2 | -11.6 | 1.5 | 5.1 | -5.0 | 4.3 | 103.7 | 7.2 | 6.8 | -1.6
Cc1ccc(S(=O)(=O)N2CCC(C(=O)NCCCN3CCOCC3)CC2)cc1C | -0.9 | -5.4 | -0.7 | -0.7 | 34.2 | 103.9 | -5.7 | 2.8 | 2.3
O=C(COc1ccccc1)OCc1csc(Nc2ccccc2)n1 | 5.0 | 1.6 | 0.1 | -4.2 | -2.1 | 104.9 | -4.5 | 9.1 | -1.7
CCc1nnc(SCC(=O)Nc2ccc3c(c2)OCO3)o1 | -4.2 | -0.7 | -0.5 | 0.8 | -11.1 | 103.4 | -3.3 | 1.7 | 0.5
Cc1sc(NC(=O)CCl)c(C(=O)c2ccccc2)c1C | -14.0 | 2.3 | 2.9 | 53.1* | -3.0 | 100.3 | 4.7 | 3.2 | -1.0
CC(C)(C)c1ccc(C(=O)OC/C(O)=C(\C#N)c2nc3ccccc3s2)cc1 | 22.5 | 0.3 | -2.7 | 3.3 | i | 108.9 | 11.1 | 8.7 | 1.2
COC(=O)[C@@H](Cc1c[nH]c2ccccc12)NC(=O)c1cc(=O)[nH]c2ccccc12 | -11.6 | 2.1 | -1.2 | -1.0 | 7.1 | 95.3 | -4.3 | -3.5 | 1.6
COc1ccc(Nc2nnc(SCC(=O)N3CCCC3)s2)cc1 | -0.1 | 1.3 | 0.8 | -2.4 | -1.8 | 92.9 | 7.6 | -2.7 | -6.9
O=C(Cn1cnc2cc([N+](=O)[O-])ccc2c1=O)Nc1ccc2c(c1)OCO2 | 5.3 | -1.9 | 3.3 | 3.5 | 10.6 | 105.1 | -11.0 | 18.6 | -3.1
COc1c(-c2ccc([N+](=O)[O-])cc2[N+](=O)[O-])c(=O)n(C)c(=O)n1C | -21.6 | 3.8 | 3.1 | 2.2 | 4.9 | 113.4 | -11.4 | -15.1 | -2.4
CCC(=O)N1CCN(CCN=CC2=C(O)CC(c3ccc(OC)cc3)CC2=O)CC1 (stereo not drawn) | 3.0 | -3.7 | -0.6 | 2.0 | 0.2 | 100.4 | 4.6 | -0.8 | -0.3
CC1CCC2(CC1)NC(=O)N(CC(=O)NCc1cccs1)C2=O (stereo not drawn) | 8.8 | 1.7 | 1.8 | -1.5 | 14.7 | 107.5 | 6.8 | -4.3 | -1.4
Nc1ccc(C(=O)OCC(=O)N2CCc3ccccc3C2)cc1[N+](=O)[O-] | -1.9 | -0.3 | -2.0 | -2.8 | -5.6 | 94.3 | -3.9 | 1.8 | -1.6
CC1(C)COCN1C(=O)c1ccc(C#N)cc1 | -2.5 | -0.8 | 0.0 | 1.6 | -6.0 | 93.7 | -4.0 | 4.2 | -3.1
O=C(NCc1ccccc1)c1cnc2n(c1=O)CCS2 | -18.9 | -1.0 | -0.9 | 2.1 | 24.1 | 94.8 | 4.4 | -3.6 | -2.3
O=C(Cn1ncc2c([nH]c3ccccc32)c1=O)N1CCOCC1 | -7.6 | -8.3 | -0.7 | 0.6 | 5.1 | 112.0 | -4.4 | 2.3 | 2.2
CC(NC(=O)c1ccc2c(c1)OCO2)c1cccc(C(F)(F)F)c1 (stereo not drawn) | -1.2 | -1.6 | -1.4 | · | 5.3 | 105.9 | · | · | ·
COc1cccc(CN2CCN(c3cccc(C(F)(F)F)c3)CC2)c1OC | 5.2 | -1.2 | 4.0 | 3.9 | -23.2 | 97.2 | -4.6 | -1.2 | -0.1
Cc1c(C(=O)N(Cc2ccc(Cl)cc2)C2CCS(=O)(=O)C2)oc2ccccc12 (stereo not drawn) | 13.1 | 0.2 | 3.0 | 3.2 | -7.4 | 89.7 | 1.0 | 11.6 | -1.0
CCC1S/C(=N/N=C/c2ccco2)N(Cc2ccc(F)cc2)C1=O (stereo not drawn) | -6.7 | -1.4 | 3.9 | 1.8 | -10.4 | 101.0 | -2.8 | 4.5 | 0.3
CC(=O)N1CC23C=CC(CC2CC12CCCCCC2)O3 (stereo not drawn) | -3.7 | 4.4 | 2.7 | -2.9 | 1.4 | 91.4 | 2.5 | -13.3 | -3.3
Cn1c(CCCOc2ccc(Cl)cc2Cl)nnc1SCC(=O)Nc1ccc(F)c(Cl)c1 | -9.5 | -0.3 | 2.1 | 3.1 | -5.4 | 96.4 | 0.0 | 1.0 | -2.3
COc1ccc(C2c3c(ncn(CCCO)c3=N)Oc3ccc4ccccc4c32)cc1OC (stereo not drawn) | -13.3 | -2.0 | 3.9 | -1.0 | -4.3 | 110.2 | -3.5 | -1.7 | -4.4
CN1CCN(S(=O)(=O)c2ccc(N(C)Cc3cccs3)nc2)CC1 | 10.2 | 0.9 | 0.8 | 2.2 | 7.0 | 75.1 | -5.8 | -4.5 | 2.8
CC(C)=CCCC1=CCC(/C(C)=N/NC(N)=O)CC1 (stereo not drawn) | 13.3 | 3.8 | 0.2 | 1.1 | -4.4 | 106.4 | 5.2 | -0.1 | -0.9

Later entries.
SMILES | ZTA counter | PP1 counter | PP5 primary | CTSL1 counter | JMJD2C inh | CR mimetic SO | EBNA-1 inhibitor | core dimer inh | TPT1 inhibitor
CC(C)=CCc1c(O)cc(O)c2c(=O)c(O[C@@H]3O[C@@H](C)[C@H](O)[C@@H](O)[C@H]3O)c(-c3ccc(O)cc3)oc12 | -2.2 | -6.9 | 0.1 | -2.6 | -4.1 | 130.7 | -7.9 | -5.8 | -0.5
CC(C)(C)OC(=O)N/N=C\c1ccc(OC(=O)c2cccs2)cc1 | 0.8 | -4.5 | 2.0 | -4.1 | -2.0 | 117.7 | 2.5 | 11.5 | 1.8
CCc1cccc(NC(=O)c2cc(OC)c(OC)c(OC)c2)c1 | 21.5 | -3.9 | -0.6 | 4.8 | 23.5 | 100.2 | 7.7 | -0.1 | 0.6
COc1ccccc1CC(=O)Nc1ccon1 | 7.2 | -0.1 | -1.4 | -0.2 | i | 109.6 | -1.7 | 0.8 | -1.9
CC(=O)c1c(C(C)=O)c(C)n(-c2ccc(O)cc2)c1C | -6.3 | -0.7 | -0.6 | -0.3 | -8.1 | 82.2 | 11.6 | -6.8 | -6.1
Fc1cccc(-c2cc3nc4c(c(N5CCOCC5)n3n2)CCCC4)c1 | 5.0 | 3.3 | 1.9 | 1.6 | 8.9 | 88.0 | 12.5 | 0.6 | -0.7
CC(OC(=O)Cn1c(C(F)(F)F)nc2ccccc21)C(N)=O (stereo not drawn) | 4.9 | -0.7 | -1.1 | 0.6 | -1.5 | 98.7 | -10.4 | -0.4 | 1.9
CC1=C(C(=O)OCc2ccccc2)C(c2ccc(Cl)cc2)NC(=O)N1CCCCCC(=O)O (stereo not drawn) | 14.5 | 0.7 | -0.1 | 0.0 | -0.1 | · | 10.3 | 9.7 | -1.8
CC(NC(=O)OCc1ccccc1)c1ccccc1 (stereo not drawn) | -2.3 | -6.3 | -0.9 | -0.9 | 5.4 | 102.0 | 1.1 | -1.1 | -1.9
Cc1oc(-c2ccccc2F)nc1CS(=O)(=O)CC(=O)NCc1ccccc1Cl | 2.8 | -2.4 | 3.2 | 4.2 | -2.1 | 103.8 | 8.1 | 14.1 | -1.8
Cc1ccc2c(C(=O)N3CCN(c4ccccc4)CC3)cc(-c3cccnc3)nc2c1C | -2.5 | 7.8 | 2.8 | -0.4 | -34.9 | 113.2 | 0.5 | 8.8 | -0.8
CCOC(=O)[C@H]1[C@H]2COc3ccc(C)cc3[C@@H]2N2C(=O)CN(Cc3ccc(F)cc3)C(=O)[C@@]12C | 5.5 | -1.7 | -2.0 | · | 7.2 | 84.7 | · | · | ·
CCOC(=O)C(=O)Nc1ccc(F)cc1 | 5.1 | -2.5 | -1.8 | 0.2 | 4.5 | 97.1 | 7.9 | 1.9 | -1.2
Fc1ccc(COc2ccc(-c3nnco3)cc2)c(Cl)c1 | 0.4 | -0.5 | 2.8 | 0.5 | -13.8 | 94.0 | 1.1 | -4.8 | 1.6
O=C(Cc1ccc([N+](=O)[O-])cc1)N1CCc2ccccc2C1 | 0.9 | -1.1 | -0.1 | 5.9 | 7.5 | 104.5 | -4.9 | 0.3 | -1.3
COc1ccc(NS(=O)(=O)c2c(C)n(C)c(=O)n(C)c2=O)cc1 | 18.4 | 1.6 | -1.8 | -1.3 | -17.1 | 119.4 | -1.7 | -9.1 | -0.9
O=C(N/C(=C/c1cccc([N+](=O)[O-])c1)C(=O)N1CCOCC1)c1ccccc1Br | -3.5 | -5.8 | -1.1 | 7.6 | 24.6 | 93.2 | -5.1 | -8.7 | -1.1
CC(C)NC(=O)CSc1nnc(C2CC2)n1-c1ccccc1 | -1.0 | -3.2 | 1.4 | -5.5 | -1.0 | 101.6 | -5.8 | -2.1 | -4.5
c1cc(-n2nnc3cnccc32)ccn1 | 3.0 | -4.0 | -0.2 | -2.5 | 10.2 | 101.6 | -0.7 | -1.1 | -3.2
Cc1cccc(N=C2NC(=O)CS2)c1 | -4.8 | -6.3 | 1.0 | -1.3 | -4.2 | 104.4 | -11.4 | 1.2 | 4.8
O=[N+]([O-])c1ccc(/C=N\NS(=O)(=O)c2ccc(F)cc2)o1 | -5.5 | 4.4 | 3.2 | 20.1* | -19.5 | 111.7 | 3.4 | -6.9 | 2.2
Cc1[nH]c2ccccc2c1SCC(=O)N1CCCCC1 | 11.7 | -5.5 | -1.8 | -0.4 | 3.9 | 102.6 | 4.4 | -8.7 | -0.2
N/C(=N\OC(=O)N1c2ccccc2Sc2ccccc21)c1ccccc1 | -10.4 | 0.7 | 6.1 | -1.8 | -6.1 | 76.8 | -2.6 | -18.8 | 0.1
Cc1ccc(S(=O)(=O)Nc2cc(C(F)(F)F)ccc2N2CCOCC2)cc1 | -6.1 | 2.8 | 5.3 | 4.5 | -4.6 | 96.7 | -0.6 | -8.9 | -0.7
CC(C)Oc1ccc(CNC(=S)N/N=C/c2ccc([N+](=O)[O-])cc2)cc1 | 7.0 | 3.7 | 4.0 | -0.1 | -6.7 | 106.1 | -0.4 | 8.4 | 1.3
Cc1cccc(OCCC(=O)Nc2ccc(Cl)cc2F)c1 | 6.4 | 0.9 | 2.9 | -2.0 | -3.9 | 97.3 | 1.9 | 1.2 | -3.8
O=C(COC(=O)c1cc(-c2cccnc2)nc2ccccc12)Nc1ccc(F)cc1F | -11.0 | 3.6 | 3.0 | -7.1 | -11.6 | 118.6 | 8.9 | 24.7 | 15.9
CN1CCN(C(=O)C2=C[C@@H](c3ccccc3)C[C@@H](OCc3ccc(CO)cc3)O2)CC1 | -3.6 | 0.2 | 2.8 | 0.5 | -9.1 | 95.0 | -1.4 | -3.4 | 0.7

Part of the list above, with tabs.
canonical_smiles	ZTA counter	PP1 counter	PP5 primary	CTSL1 counter	JMJD2C inh	CR mimetic SO	EBNA-1 inhibitor	core dimer inh	TPT1 inhibitor
Fc1ccc(COc2ccc(-c3nnco3)cc2)c(Cl)c1	0.4	-0.5	2.8	0.5	-13.8	94.0	1.1	-4.8	1.6
O=C(N/C(=C/c1cccc([N+](=O)[O-])c1)C(=O)N1CCOCC1)c1ccccc1Br	-3.5	-5.8	-1.1	7.6	24.6	93.2	-5.1	-8.7	-1.1
CC(C)=CCc1c(O)cc(O)c2c(=O)c(O[C@@H]3O[C@@H](C)[C@H](O)[C@@H](O)[C@H]3O)c(-c3ccc(O)cc3)oc12	-2.2	-6.9	0.1	-2.6	-4.1	130.7	-7.9	-5.8	-0.5
CC(C)NC(=O)CSc1nnc(C2CC2)n1-c1ccccc1	-1.0	-3.2	1.4	-5.5	-1.0	101.6	-5.8	-2.1	-4.5
Cc1oc(-c2ccccc2F)nc1CS(=O)(=O)CC(=O)NCc1ccccc1Cl	2.8	-2.4	3.2	4.2	-2.1	103.8	8.1	14.1	-1.8
